HTR2A ag: activates the mouse 5-HT2A serotonin receptor; P35363; CHO-K1 mHTR2A beta-arrestin complementation, luminescence; percent of 30 µM serotonin response; activation, % at 7.6 µM; 0.66% of 360,000 active; AID 624169;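 active means activation above a run cutoff, the mean activation of all tested compounds plus 3 SD, cut at about 14% in these data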;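 further: 0% = plate median of compound wells and 100% = 30 µM serotonin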
Vif imaging: blocks HIV Vif function; HEK293T cells, Vif self-association by quenched fluorescence, imaging, 24 h; inhibition, % at 7.49 µM; 0.35% of 340,000 active; AID 602346; in the data active means inhibition above about 50%, passing the limit was not always enough; inconclusive means no clear call, values can overlap the other calls; inactive means below about 31%; further: some results filed as inactive read as strong as hits
MC4R ag barr: activates human MC4R beta-arrestin recruitment. U2OS MC4R beta-arrestin complementation, luminescence; percent of melanotan II response, DMSO zero. activation, % at 8.9 µM. 0.98% of 360,000 active. AID 540308;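 active means activation above a per-plate cutoff, the mean activation of sample wells on that plate plus 3 SD, cut at about 8% in these data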
Glyco luc inh: blocks N-linked glycosylation in D54 reporter cells; D54 ERlucT glycosylation luciferase reporter, 24 h; percent of 100 nM tunicamycin response; reporter increase, % at 12.5 µM; 0.23% of 360,000 active;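 active means mean luciferase reporter signal, scaled so untreated is 0 and the glycosylation-blocking control 100, at or above a set limit in every replicate; inconclusive means mean reaches the limit but not every replicate does; inactive means mean below the limit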;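 further: luciferase carries N-glycosylation sites so blocking glycosylation raises the light; 0% = median of neutral control wells and 100% = median of 100 nM tunicamycin wells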
ABCB6 inh MLPCN: inhibitors of human ABC transporter ABCB6; K562-ABCB6 porphyrin accumulation, flow cytometry, 1 h; active compounds read low; 0.19% of 360,000 active; AID 602162; fluorescence ratio to DMSO, % at 10 µM; Q9NP58;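 active means fluorescence ratio to DMSO below 75%, the collection mean minus 3 SD; inconclusive means too few cells collected in the well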;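 further: signal is porphyrin accumulated inside mitochondria; 100% equals median channel fluorescence of DMSO control wells; lower ratio means ABCB6 inhibition with less porphyrin fluorescence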
Target sequence (Q9NP58 whole entry, looked up): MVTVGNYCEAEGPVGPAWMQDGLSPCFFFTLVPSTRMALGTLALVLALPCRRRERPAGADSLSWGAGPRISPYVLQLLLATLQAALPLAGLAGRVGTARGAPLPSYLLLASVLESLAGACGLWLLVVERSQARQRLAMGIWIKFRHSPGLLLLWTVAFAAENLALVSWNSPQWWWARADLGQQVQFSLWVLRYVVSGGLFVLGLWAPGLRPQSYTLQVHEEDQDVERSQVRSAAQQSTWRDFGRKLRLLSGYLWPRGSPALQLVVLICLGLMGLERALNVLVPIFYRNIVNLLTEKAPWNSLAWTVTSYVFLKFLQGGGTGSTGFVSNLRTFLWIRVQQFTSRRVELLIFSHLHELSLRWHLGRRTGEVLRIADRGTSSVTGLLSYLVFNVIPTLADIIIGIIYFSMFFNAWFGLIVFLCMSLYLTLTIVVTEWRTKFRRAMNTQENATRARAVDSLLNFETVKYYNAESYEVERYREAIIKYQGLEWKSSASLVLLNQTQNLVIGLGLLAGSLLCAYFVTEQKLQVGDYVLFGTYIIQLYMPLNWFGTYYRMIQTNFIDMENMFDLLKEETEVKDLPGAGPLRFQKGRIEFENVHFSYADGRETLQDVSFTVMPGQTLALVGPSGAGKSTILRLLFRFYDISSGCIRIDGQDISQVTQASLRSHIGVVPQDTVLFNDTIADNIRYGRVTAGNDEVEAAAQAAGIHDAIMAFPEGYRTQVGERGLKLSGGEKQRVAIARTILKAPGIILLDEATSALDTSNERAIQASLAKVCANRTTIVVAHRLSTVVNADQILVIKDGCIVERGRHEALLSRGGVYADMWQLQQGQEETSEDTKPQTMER
CaV13 FRET inh: Primary screen for inhibitors of IQ motif and Ca2+-dependent inactivation inhibitor domain binding in CACNA1D, Förster resonance energy transfer in living cells, …; inhibition, % at 12.3 µM; 0.098% of 340,000 active; HEK cells, CFP/YFP FRET ICDI-IQ, plate reader, 10 min; percent FRET-ratio fall versus neutral wells;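 active means mean replicate inhibition of at least 30% and at least 1% of replicates passing that level; inconclusive means only one of the two criteria is met; inactive means neither criterion is met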;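 further: 0% = median of the neutral control wells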
H9c2 protect: myocardial damage modulation in H9c2 cells; protection from H2O2 cell death, % at 20 µM; H9c2 cardiomyocytes, H2O2 injury protection, ATPLite, 2 h; 0.63% of 360,000 active;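 active means compounds giving at least 50% protection of heart cells from peroxide-induced death in the single-dose screen, raw or plate-pattern-corrected value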;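 further: 0% = DMSO wells with peroxide and 100% = DMSO wells without peroxide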
PDI inh: PDI (human) enzyme inhibition; P07237; PDI insulin aggregation turbidity, A650, 90 min; inhibition, % at 10 µM; 0.052% of 350,000 active; AID 588391;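 active means mean inhibition across replicates of 30% or more, whatever share of single replicates reach that level; inconclusive means mean inhibition below 30% while every single replicate reaches 30%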;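 further: absorbance from insulin aggregation driven by PDI reduction with DTT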
MC4R antagonist: antagonists of human melanocortin 4 receptor (MC4R); P32245; inhibition, % at 6.5 µM; 0.48% of 360,000 active; AID 540295; MC4R-expressing cells, MTII-stimulated cAMP, LANCE TR-FRET;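 active means inhibition above its plate's cutoff, the mean of tested wells on that plate plus 3 SD, cut at about 29% in these data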;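 further: 0% = Melanotan II alone and 100% = Melanotan II plus saturating MCL0020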
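Assay system: human MC4R-expressing U2OS cells; reagent: Melanotan II stimulation of cells; dosing: 6.5 µM single dose; timing: compound 30 min, challenge 1 h, detection 1 h; signal: TR-FRET cAMP assay; replicates: one well per compound, no replicates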
aDG glyco up: alpha-DG glycosylation activation; Pro5-aDG cells, alpha-DG glycosylation AlphaScreen (IIH6); 0% Pro5, 100% B10-LARGE cell signal; activation, % at 10 µM; 0.22% of 360,000 active;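 active means activation of at least 8% versus controls, or a plate z-score of at least 8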;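 further: Pro5 are CHO cells carrying HIG-tagged alpha-DG that lacks glycosylation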
Starred values were filed as active, the others as inactive; ? = inconclusive; . = no result given.

Results follow in this order: ABCB6 inh MLPCN | Vif imaging | CaV13 FRET inh | MC4R antagonist | HTR2A ag | PDI inh | MC4R ag barr | aDG glyco up | Glyco luc inh | H9c2 protect
CC(=O)Nc1cc(-c2cccc(CO)c2)cn2c(-c3ccc(F)cc3)cnc12
→ 104 | -7 | -6 | 6 | 2 | -1 | 0.0 | -0.3 | 0 | 8
Cc1cnc(NC(=O)CN2C(=O)C3CC=CCC3C2=O)s1 (configuration not stated)
→ 95 | -1 | -4 | 0 | 1 | -6 | -2.0 | -0.2 | 5 | 5
Cc1ccccc1NC(=O)NCCc1nc2ccccc2[nH]1
→ 91 | 12 | -2 | 10 | 2 | -10 | 1.0 | 0.6 | 1 | 0
Nc1nc(N)nc(-c2ccccc2O)n1
→ 98 | 3 | . | 2 | 5 | 3 | -0.2 | -0.1 | 5 | 16
O=C(O)C1C2C=CC(C2)C1C(=O)Nc1ccc(C(=O)N2CCCCC2)cc1 (configuration not stated)
→ 95 | . | . | 1 | 0 | -1 | -2.0 | -0.1 | 2 | 3
CC(NC(=O)COc1ccc(Oc2ccccc2)cc1)C(=O)O (configuration not stated)
→ 95 | 2 | -4 | 3 | 4 | -2 | 0.1 | -0.1 | 1 | -4
COc1cccc(-c2cc(C(=O)Nc3cc(C)n(Cc4ccc(Cl)cc4)n3)no2)c1
→ 90 | -17 | -8 | -10 | -2 | 11 | -1.1 | 0.2 | 10 | -8
O=C(CSc1ncnc2ccccc12)NCCc1ccccc1
→ 92 | -2 | -2 | 3 | 0 | -3 | -2.3 | 0.0 | 1 | -2
Cc1nnc(SCc2ccc([N+](=O)[O-])cc2)o1
→ 104 | 1 | -6 | 21 | -2 | 5 | -1.5 | -0.3 | 1 | 4
O=[N+]([O-])c1cc(Br)cc(/C=N/n2cnnc2)c1O
→ 90 | 0 | -4 | -1 | 1 | 5 | -2.7 | -0.3 | 1 | -12
CCCCCc1c(-c2ccc(OC)c(OC)c2)ncn1CCc1ccccc1OC
→ 118 | . | -11 | . | -7 | . | . | 0.5 | . | .
CCC(=O)c1ccc(OCc2ccc(C(=O)OC)cc2)c(OC)c1
→ 97 | -5 | -2 | -2 | -5 | 8 | 1.2 | 0.5 | 1 | -3
Cc1ccc(NS(=O)(=O)c2ccc(NC(=O)c3ccc(-c4ccccc4)cc3)cc2)c(C)c1
→ 113 | . | . | -18 | -4 | 7 | -0.8 | -0.4 | -3 | -9
CCOC(=O)c1c(N2CCN(c3ccccc3)CC2)cc(C)nc1C
→ 96 | -1 | 0 | -5 | -4 | -4 | -1.5 | 0.1 | -2 | -3
COC(=O)c1ccc(CNC(=O)C2CCC(=O)N(CCCc3ccccc3)C2)cc1 (configuration not stated)
→ 95 | -2 | -6 | 9 | 10 | 18 | -0.4 | 0.1 | -2 | 3
CN(C(=O)CCc1ccccc1F)C1CCCN(Cc2ccccc2F)C1 (configuration not stated)
→ 100 | 1 | -4 | 11 | -6 | 4 | -0.9 | 0.1 | -1 | 5
Cn1c(=O)c2c(nc(NCc3cccnc3)n2Cc2cccc(C(F)(F)F)c2)n(C)c1=O
→ 186 | . | -2 | 13 | 3 | 2 | 1.8 | 0.4 | -1 | 73*
Cc1ccc(S(=O)(=O)N2CCCCC2)cc1NC(=O)COC(=O)C1CC1
→ 92 | . | -14 | 2 | 2 | -5 | -1.5 | -0.4 | -1 | 3
Cn1c(Sc2ccc(Br)cc2)c(C=O)c2ccccc21
→ 97 | -14 | -6 | 4 | -5 | -1 | 1.6 | -0.2 | -10 | -7
COc1ccc(-c2nc(CN3CCN(C(=O)c4ccco4)CC3)c(C)o2)c(F)c1
→ 104 | . | -6 | 2 | -1 | 3 | -2.7 | 0.3 | . | 1
COC(=O)C1=C(C)N(c2cc(C)cc(C)c2)/C(=C/c2ccco2)C1=O
→ 100 | 6 | -5 | -1 | 5 | -6 | 2.3 | -0.1 | 0 | -2
C1=CC(c2cc3ccccc3o2)OC(CCc2ccccc2)C1 (configuration not stated)
→ 100 | 2 | -4 | 10 | 5 | -2 | 1.8 | -0.1 | -2 | -18
COc1ccc(CC(N)c2csc(NC(=O)NCCc3ccc(OC)c(OC)c3)n2)cc1 (configuration not stated)
→ 98 | -5 | -4 | 5 | -7 | 0 | -0.8 | -0.2 | -2 | 28
C=CCC[C@@H](Cc1ccc(F)cc1)C(=O)OC[C@@H](Cc1c[nH]c2ccccc12)NC(=O)[C@@H](CC=C)CC(=O)N(CCO)Cc1ccccc1
→ 86 | . | -2 | 20 | 12 | 8 | 0.9 | 0.4 | -3 | 10
COc1cccc(C2=CC(c3ccccc3)n3nnnc3N2)c1 (configuration not stated)
→ 98 | 40 | -12 | -14 | 1 | -2 | -0.7 | 0.5 | 13 | -7
CN(C)S(=O)(=O)c1ccc(C(=O)NCC(C)(C)CN=C2NS(=O)(=O)c3ccccc32)cc1
→ 95 | 13 | -2 | 13 | -3 | 5 | -1.4 | -0.1 | 5 | -2
COc1ccccc1N1CCN(C(=O)CSc2nc3ccccc3nc2N2CCCCC2)CC1
→ 97 | . | -3 | 0 | 6 | . | 0.3 | -0.4 | -2 | 28
Cc1cc(N/N=C/c2cccc(Br)c2)nc2ccccc12
→ 99 | -4 | -6 | -2 | 4 | -1 | -0.2 | -0.4 | -6 | -2
O=C(CSc1ncnc2sc3c(c12)CCCC3)c1ccco1
→ 107 | -23 | -5 | 1 | 3 | -3 | 1.2 | 0.1 | -4 | -29
O=c1[nH]c(Nc2ccc3c(c2)OCCO3)nnc1Cc1ccccc1
→ 98 | -3 | -6 | 17 | 2 | -1 | -0.9 | -0.1 | -1 | -1
CCOc1ccccc1-n1nnnc1SCC(=O)NC(=O)Nc1ccc2c(c1)OCCO2
→ 100 | -2 | -6 | 0 | -6 | -4 | 1.2 | 1.3 | -3 | 1
COCCn1c(SCC(=O)Nc2cc(C)on2)nc2c(c1=O)SCC2
→ 90 | 9 | -4 | -2 | 0 | -5 | -1.9 | 0.0 | 4 | 5
CCOc1cc(C(=O)NC)cc(Br)c1OC
→ 99 | 14 | 2 | -1 | 0 | 14 | -0.5 | -0.2 | -1 | 4
Cc1ccc(S(=O)(=O)C(C#N)c2nc3ccccc3nc2N2CCN(C)CC2)cc1C (configuration not stated)
→ 102 | -14 | -7 | -1 | 7 | 4 | 1.4 | 0.0 | 3 | 5
COc1ccc(S(=O)(=O)N(C)C[C@H]2Oc3ccc(NS(=O)(=O)c4cccs4)cc3C(=O)N([C@H](C)CO)C[C@@H]2C)cc1
→ 106 | 1 | -9 | 4 | 3 | -3 | -0.5 | -0.1 | 0 | 3
CCOC(=O)/C=C1/SCC(=O)N1CC(=O)c1ccc[nH]1
→ 98 | -1 | -6 | 9 | 2 | 8 | 0.2 | 0.3 | 2 | -4
CCC(C)(C)NC(=O)C(c1ccc(OC)cc1)N(C(=O)CCC(=O)Nc1cc(C)on1)c1ccc(OC)cc1OC (configuration not stated)
→ 93 | 6 | -2 | 3 | -4 | 10 | -0.8 | -0.1 | 0 | 1
CSc1ccc(C(=O)C2CCCN(C(=O)Cn3cnnn3)C2)cc1 (configuration not stated)
→ 90 | 19 | -5 | 8 | -3 | -5 | -0.8 | 0.1 | 1 | 0
COc1ccc(CNC(=O)CCNS(=O)(=O)c2cc(Br)cnc2N)cc1
→ 101 | ? | . | 3 | 0 | 12 | -0.8 | -0.3 | -8 | -3
Cc1noc(C)c1C(=O)N1CCC1(C)C(=O)NS(=O)(=O)c1cccs1 (configuration not stated)
→ 98 | -12 | -4 | 8 | 2 | -2 | -1.1 | -0.2 | -1 | 9
NS(=O)(=O)c1ccc(-c2ccc(/C=N/Nc3ccc(C(=O)O)cc3)o2)cc1
→ 93 | 0 | -9 | -15 | 3 | 8 | 1.2 | -0.2 | -2 | 31
CCc1nc2ccc(C(=O)NCCCN3CCN(c4ccccc4F)CC3)cc2nc1CC
→ 90 | 0 | -20 | 13 | -9 | -3 | -0.7 | 0.3 | -2 | 3
CCN(CC)S(=O)(=O)c1cccc(NC(=O)CN2C(=O)c3ccc([N+](=O)[O-])cc3C2=O)c1
→ 102 | 0 | -18 | 3 | 18* | -8 | -0.1 | 1.4 | -1 | 0
O=C(C1CCCCC1)N1CCN(S(=O)(=O)c2cccc([N+](=O)[O-])c2)CC1
→ 106 | -4 | -7 | 2 | 0 | 2 | -1.0 | 0.2 | 0 | 3
CN(C)C(=O)C(Sc1ccc(S(=O)(=O)N2CCCC2)cn1)c1ccccc1 (configuration not stated)
→ 92 | -7 | -3 | 3 | 9 | -3 | 1.2 | -0.2 | -1 | -8
COC(=O)c1sccc1NC(=S)N1CCN(c2cccc(C)c2C)CC1
→ 102 | -27 | -5 | 3 | -6 | 2 | -0.7 | 0.4 | 0 | -5
CCN(CC)C(=O)CSc1ccc(C(F)(F)F)cc1[N+](=O)[O-]
→ 91 | -3 | -4 | -5 | 5 | -1 | -0.5 | 0.4 | 1 | -1
C/C=C\C=C\C(=O)N1CC2(CC(c3cccc(NC(=O)/C(C)=C\C)c3)=NO2)C[C@H]1C(N)=O (some centres not stated)
→ 83 | . | -11 | -3 | 4 | 2 | 1.2 | -0.4 | 1 | -1
O=C(COC(=O)Cc1ccsc1)Nc1cccc(F)c1
→ 100 | -1 | -6 | 12 | 1 | -1 | 0.8 | -0.2 | 1 | -10
Cc1ccc(S(=O)(=O)N2CCN(c3cnn(C)c(=O)c3Cl)CC2)cc1
→ 110 | 7 | -4 | 2 | 4 | -4 | -1.0 | 0.4 | 5 | 1
Cc1ccc(-c2nc(-c3cccnc3)sc2CC(=O)O)cc1
→ 96 | -2 | -4 | 3 | -2 | 4 | -0.7 | -0.1 | 2 | 0
CCOc1ccccc1NC(=O)Nc1cccc(C(C)=O)c1
→ 97 | 0 | -5 | 13 | -2 | -3 | -1.3 | 0.0 | -1 | 13
COc1ccc(C(=O)NNC(=O)c2cc3cc(OC)ccc3oc2=O)cc1
→ 100 | -1 | -5 | -6 | -2 | -12 | -1.5 | 0.1 | 0 | 3
O=C(CCCc1ccccc1)Nc1cccc2c1CCCC2
→ 95 | -4 | . | 9 | -5 | 3 | 3.2 | 0.0 | -2 | 3
Cc1cccc(Oc2ccc3c(c2)cc(C(=O)O)n3C)c1
→ 110 | 6 | -3 | 6 | 3 | 8 | 0.1 | -0.1 | -2 | 5

Just Glyco luc inh and aDG glyco up, for 2 of the compounds above:
compound | Glyco luc inh | aDG glyco up
CC(=O)Nc1cc(-c2cccc(CO)c2)cn2c(-c3ccc(F)cc3)cnc12 | 0 | -0.3
Cc1cnc(NC(=O)CN2C(=O)C3CC=CCC3C2=O)s1 (configuration not stated) | 5 | -0.2

Screens as filed in PubChem.
